Compound activity from PubChem BioAssay.
697 NFkB inh = lowers PMA/ionomycin-induced NF-kB signal in 697 B cells; 697 B-cell NF-kB luciferase reporter, 16 h; inhibition, % at 4 µM; AID 435022; 0.33% of 330,000 active; in the data active = inhibition above about 35%
tim23-1 inh = inhibits growth of tim23-1 mutant yeast. 1.3% of 330,000 active. inhibition, % at 20 µM. AID 463212. S. cerevisiae tim23-1 growth, BacTiter-Glo luminescence, 24 h;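 active = growth inhibition of the mutant yeast at or above 50%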;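 note: temperature-sensitive mutant grown at 25 °C; plate controls were DMSO-treated mutant yeast for no effect and medium wells lacking yeast for full effect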
APJ antagonist = antagonists of human APJ apelin receptor. CHO-K1 APJ beta-arrestin complementation, luminescence. 0.32% of 330,000 active. P35414. inhibition, % at 20 µM;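 active = inhibition above about 40% at 20 µM, limit read from the data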;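 note: cells challenged with 10 nM apelin-13 agonist together with compound; plate controls were apelin-13 plus DMSO wells for no effect and DMSO wells lacking apelin-13 for full effect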
Jurkat NFkB inh = inhibitors of the PMA/ionomycin-induced NF-kB reporter in Jurkat cells | PMA/ionomycin-induced NF-kB luciferase reporter, luminescence | 0.53% of 330,000 active | inhibition, % at 4 µM | AID 435003; in the data active = inhibition above about 50%
CHOP UPR activ = activators of apoptotic arm of unfolded protein response (CHOP); 0.34% of 330,000 active; CHO-CHOP luciferase reporter, UPR activation, luminescence; percent of tunicamycin response over DMSO baseline; AID 449763; activation, % at 10 µM;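 active = at 10 µM dose, activation of 40% or more, normalized to positive control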;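 note: 100% = tunicamycin at 10 µg/mL and 0% = DMSO alone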
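Evaluation: % reporter activation, DMSO baseline versus tunicamycin full activation; System: CHO-CHOP luciferase reporter cell line; Input: 500 cells/well; Incubation: 6 h compound treatment, 37 °C; Measured by: Steady-Glo luciferase luminescence; Dosing: one dose, 10 µM in 0.5% DMSO; Buffer or medium: F12 medium, 10% FBS; Benchmarks: positive tunicamycin 10 µg/mL, negative DMSO alone.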
Mdm2-MdmX inh = inhibitors of human Mdm2/MdmX interaction; SaOS-2 split-luciferase Mdm2/MdmX complementation, luminescence; inhibition, % at 8 µM; 3% of 330,000 active;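 active = inhibition of at least 50% at 8 µM in the primary screen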
Target sequence (O15151 whole entry, looked up): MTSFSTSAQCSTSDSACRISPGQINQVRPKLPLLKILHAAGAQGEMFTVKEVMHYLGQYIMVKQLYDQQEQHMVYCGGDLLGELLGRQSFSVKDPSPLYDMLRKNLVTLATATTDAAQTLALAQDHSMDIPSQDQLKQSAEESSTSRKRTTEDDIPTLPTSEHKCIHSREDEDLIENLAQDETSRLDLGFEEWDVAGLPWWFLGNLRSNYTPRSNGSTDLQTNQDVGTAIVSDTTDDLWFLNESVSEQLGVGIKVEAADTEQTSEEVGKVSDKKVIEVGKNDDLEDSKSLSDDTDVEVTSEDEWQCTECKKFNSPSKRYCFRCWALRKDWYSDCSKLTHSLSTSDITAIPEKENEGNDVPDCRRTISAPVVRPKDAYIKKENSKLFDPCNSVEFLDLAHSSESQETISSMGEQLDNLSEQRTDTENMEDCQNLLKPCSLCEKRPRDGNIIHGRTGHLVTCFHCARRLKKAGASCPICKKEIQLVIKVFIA
Target sequence (Q00987 whole entry, looked up): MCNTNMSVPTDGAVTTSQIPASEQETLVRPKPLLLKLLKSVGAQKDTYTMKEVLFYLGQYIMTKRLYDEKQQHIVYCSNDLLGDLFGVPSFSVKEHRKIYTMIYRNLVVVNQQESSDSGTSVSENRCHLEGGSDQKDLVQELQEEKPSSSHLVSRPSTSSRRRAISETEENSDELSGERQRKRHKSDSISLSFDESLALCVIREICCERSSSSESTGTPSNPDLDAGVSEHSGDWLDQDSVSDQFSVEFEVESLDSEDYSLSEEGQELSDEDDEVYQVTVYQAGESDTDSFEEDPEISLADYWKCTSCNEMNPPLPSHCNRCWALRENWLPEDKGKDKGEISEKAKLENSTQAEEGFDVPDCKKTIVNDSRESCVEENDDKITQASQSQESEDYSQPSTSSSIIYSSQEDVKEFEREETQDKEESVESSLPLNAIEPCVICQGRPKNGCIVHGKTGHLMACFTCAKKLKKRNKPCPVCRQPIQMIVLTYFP
APJ agonist = APJ receptor agonism | activation, % at 20 µM | CHO-K1 APJ PathHunter beta-arrestin, luminescence; 0% DMSO wells, 100% apelin | 0.11% of 330,000 active | P35414;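 active = activation more than six SD over the plate average, tested at 20 µM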;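 note: 0% = DMSO alone and 100% = apelin-13 at 10 nM; some results filed as inactive read as strong as hits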
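Assay system: CHO-K1 cells stably expressing ProLink-tagged human APJ and arrestin–beta-gal acceptor. Compound dosing: 20 µM single point, 1% DMSO. Times: 16-18 h seeding, 90 min dark compound exposure, 60 min detection. Detection: beta-gal luminescence. Evaluation: APJ–arrestin association signal. Controls: negative DMSO alone, positive Apelin-13 at 10 nM.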
XBP1 UPR activ = adaptive UPR (XBP1) activation. CHO-XBP1 luciferase reporter, IRE1-XBP1 UPR activation, luminescence; percent of tunicamycin response, DMSO as zero. activation, % at 20 µM. 0.33% of 330,000 active. AID 463104;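 active = versus positive control, 20 µM dose yields 30% or more activation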;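 note: 100% = tunicamycin at 10 µg/mL and 0% = DMSO only wells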
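Assay system: CHO-XBP1 luciferase reporter cells; Schedule: 6 h treatment, 37 °C; Detection: glow luminescence from Steady-Glo reagent; Benchmarks: high control tunicamycin 10 µg/mL final, low control DMSO vehicle only.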
The depositor's hits bear a star.

SMILES	697 NFkB inh	tim23-1 inh	APJ antagonist	Jurkat NFkB inh	CHOP UPR activ	Mdm2-MdmX inh	APJ agonist	XBP1 UPR activ
Cn1c(C(=O)OC(C(=O)NCc2ccco2)c2ccncc2)cc2sccc21 (stereo not given)	15	1	2	0	4.6	-4	1	-1
COCc1ccc(C(=O)NC2CC(C)(C)Cc3c2cnn3-c2ccc(OC)cc2)o1 (stereo not given)	-12	5	11	12	-1.0	18	1	-4
CCC1(C)Cc2c(sc3c2c(=O)n(C)c2nnc(SCc4ccccc4)n32)CO1 (stereo not given)	6	9	14	-16	-2.3	4	0	1
CCOC(=O)NNC(=O)C1CCC(C)CC1 (stereo not given)	26	3	-4	-12	-0.1	-35	0	-2
COc1cc(OC)cc(C(=O)Nc2ccc(N3CCOCC3)cc2N2CCOCC2)c1	9	13	-2	-2	-2.1	19	1	-1
COc1ccc(S(=O)(=O)Nc2cccc3c2O[C@H](CN(C)C(=O)Nc2ccc4c(c2)OCO4)[C@@H](C)CN([C@H](C)CO)C3=O)cc1	3	9	17	0	-0.1	7	-3	-2
Cc1cc(C)n(CC(=O)N/N=C/c2c[nH]c3ccccc23)n1	14	12	-17	-9	2.6	-10	2	-1
CCOc1ccccc1CNC(=O)C1CCN(c2nn3c(=O)cc(C)nc3s2)CC1	-5	0	5	-1	-1.9	9	-1	-7
CC(=O)c1nn(-c2ccccc2)cc1C(=O)c1ccc(C)cc1	6	25	-13	-13	-0.8	17	-1	-2
Cc1ccc(-c2nn(C)c(=O)c3ccccc23)cc1S(=O)(=O)NCCN(C)C	-14	7	-35	-27	-1.6	28	-1	1
Cc1ccc(CSCC(=O)N2CCOCC2)cc1	-3	-3	11	-14	-0.6	-7	1	3
CCc1nc2cccnc2n1-c1ccc(CC(=O)O)cc1	0	-3	0	-6	0.7	-11	-4	-5
NC(=O)Cn1nc([N+](=O)[O-])nc1Oc1ccccc1F	0	-7	-23	8	-0.9	1	1	-3
COCCNC(=O)/C(C#N)=C/c1ccc(C(=O)O)cc1	6	-7	20	17	-3.5	17	-3	-2
CSc1ncc(C(=O)NCCCc2ccccc2)c(C)n1	3	7	10	9	1.2	6	-1	-4
CC(=O)N1CCN(c2ccc(NCc3ccc(-c4ccc(Br)cc4)o3)cc2)CC1	-28	38	-16	5	7.1	27	2	-3
CCCCC(=O)Nc1nnc(S(=O)(=O)N(CC)c2ccccc2)s1	15	1	-14	-12	-1.2	-17	0	1
NS(=O)(=O)c1ccc(NC(=O)c2cccc3ccccc23)cc1	20	-3	5	4	-1.7	48	-3	2
COc1ccc(NC(=O)Cc2c(C(=O)O)n(C)c3ccccc23)cc1OC	8	0	2	4	0.0	8	-2	-2
Nc1ccc(-c2nc3ncccc3o2)cc1	-30	32	-8	-33	1.1	-27	-2	1
COc1ccc(C2C(C(=O)Nc3cc(C)on3)c3ccccc3C(=O)N2C)cc1 (stereo not given)	-21	5	-9	-3	1.2	-30	-2	1
Cc1cc(C)cc(NC(=S)/C(=C(\[O-])c2ccc(Cl)cc2Cl)[n+]2ccccc2)c1	-18	23	4	-3	0.5	10	-5	-1
CC(C)NC(=O)NC(=O)CSc1nnc(-c2ccccc2F)n1N	18	3	7	4	-1.5	12	-3	0
CC1CCc2cc(F)ccc2N1C(=O)c1cnc2sccn2c1=O (stereo not given)	8	7	5	-12	-0.4	-1	-3	-2
CCOC(=O)CNC(=O)N1CCCC(CCC(=O)NCc2ccc(F)c(F)c2)C1 (stereo not given)	6	8	11	-4	-0.7	2	-2	3
COc1ccc(-c2cc(C)no2)cc1S(=O)(=O)NCc1ccc(OC(C)C)cc1	5	22	-30	-8	-0.5	21	0	-3
NC(=S)N/N=C/c1ccccc1OC(=O)/C=C/c1ccccc1	-20	44	-13	18	19	15	2	5
C[C@H]1O[C@H](O[C@H]2[C@H](O[C@@H]3CC[C@@]4(C)C(CC[C@]5(C)C4CC=C4[C@@H]6CC(C)(C)CC[C@]6(C(=O)O[C@@H]6O[C@H](CO)[C@@H](O)[C@H](O)[C@H]6O)CC[C@]45C)C3(C)C)O[C@H](C(=O)O)[C@@H](O)[C@@H]2O)[C@@H](O)[C@@H](O)[C@@H]1O (stereo not given in full)	9	27	1	4	2.2	10	-3	0
CC(=O)c1ccc(Sc2ccccn2)c([N+](=O)[O-])c1	1	8	22	1	0.6	-2	1	1
CC1(C)C[C@@H]1C(=O)N/C(=C\CCCCSC[C@H](N)C(=O)O)C(=O)O	-7	0	3	-1	0.6	-18	1	-7

An excerpt from above in order of the Jurkat NFkB inh value, largest number first:
Compound,Jurkat NFkB inh
CC(C)NC(=O)NC(=O)CSc1nnc(-c2ccccc2F)n1N,4
CC1CCc2cc(F)ccc2N1C(=O)c1cnc2sccn2c1=O (stereo not given),-12
Nc1ccc(-c2nc3ncccc3o2)cc1,-33

(listing goes on)
SMILES	697 NFkB inh	tim23-1 inh	APJ antagonist	Jurkat NFkB inh	CHOP UPR activ	Mdm2-MdmX inh	APJ agonist	XBP1 UPR activ
Cc1cc(C)c2nc(NC(=O)c3cccc(S(=O)(=O)N4CCc5ccccc54)c3)sc2c1	3	7	-30	1	1.7	24	0	-1
COc1ccc(OC)c2c1cc(C(=O)N[C@H](C(=O)N1CCC[C@H]1C(=O)O)C(C)C)n2C	3	3	-106	-2	-1.1	12	-1	-3
CCOC(=O)CNC(=O)CN1CCC(c2nc3ccccc3[nH]2)CC1	-6	7	16	-4	2.3	5	-4	3
CC(C(=O)NCc1ccco1)n1nc(-c2ccccc2)c2cc(Cl)ccc21 (stereo not given)	-1	5	2	4	-1.6	24	-4	-1
Cc1snc(S(=O)(=O)/C(C#N)=N/Nc2cccc(C(F)(F)F)c2)c1C#N	14	-4	14	8	-2.2	17	-5	-8
Cn1cc(CN2CCCC(CO)(Cc3ccccc3)C2)cn1 (stereo not given)	12	40	29	13	-2.7	22	-1	1
CC(C)c1cc(CNC(=O)C2CCC(=O)N(Cc3ccccc3F)C2)on1 (stereo not given)	8	-11	-6	-2	0.6	-12	-4	-3
CC(NC(=O)C12CC3CC(CC(C3)C1)C2)C(=O)NCCN(C)C (stereo not given)	-2	-13	-2	-19	-1.0	7	0	-2
COC(=O)C1=C(C)N(c2ccc(F)cc2)C(=O)C1	-6	16	-1	-1	-1.2	10	-9	1
COc1ccc(C)cc1S(=O)(=O)N(C)CC(=O)NCc1ccccn1	6	3	2	10	-2.6	14	-3	-3
COc1cccc(CN2CCN(Cc3ccc(C#CC(C)(C)O)s3)CC2CCO)c1 (stereo not given)	-6	1	23	8	-1.4	-9	-2	1
NC(=O)C1CCN(c2ccc(C(F)(F)F)cc2[N+](=O)[O-])CC1	11	5	2	-1	-0.1	-35	-4	1
CC(=O)Nc1ccc(NC(=O)Cn2nc(C(=O)Nc3ccc(C)cc3)ccc2=O)cc1	20	3	15	0	2.0	18	0	0
COCCN(C(=O)CSc1nnc(-c2ccco2)n1C)c1c(N)n(CC(C)C)c(=O)[nH]c1=O	-17	22	-64	-1	1.2	-5	-1	2
CCc1nc(N2CCN(C(C)=O)CC2)c2c3c(sc2n1)CCCC3	-12	13	14	-5	-0.1	20	0	4
COc1cc(Br)c(CN2C(=O)NC3(CCCCCC3)C2=O)cc1OC	-21	15	9	-8	0.8	19	-1	-6
CC(=O)Nc1cccc(NC(=O)C2CCCN2C(=O)Nc2ccc(Cl)cc2)c1 (stereo not given)	0	4	4	6	-0.3	-4	-6	-2
CC1(C)CC(=O)C(C(C2=C(O)CC(C)(C)CC2=O)c2ccco2)C(=O)C1 (stereo not given)	-4	21	-6	-5	-1.4	7	4	0
COc1ccc(-c2coc3cc4oc(=O)cc(C)c4cc23)cc1F	-13	3	17	36	1.8	71*	-1	3
CCCC(=O)N(c1ccc2oc(C)c(C(C)=O)c2c1)S(=O)(=O)c1ccc(C(=O)O)cc1	10	21	12	13	-0.3	12	0	-3
CCOc1ccc(S(=O)(=O)N2CN3CCN(C3)C2)cc1	-59	19	0	-26	1.9	5	0	-4
Cc1ccc(SCCC(=O)NCCSCc2ccccc2C)cc1	5	10	17	7	-1.4	-17	-3	0
CSCCC(N=C(NS(=O)(=O)c1ccc(C)cc1)c1ccccc1)C(=O)O (stereo not given)	-1	-7	19	6	-1.8	16	-6	-1
Cc1c(C)n(Cc2ccccc2)c2ncnc(NCCO)c12	-14	17	11	-24	0.9	6	-3	0
CCO[C@H]1OC(C(=O)N2CCN(Cc3ccc4c(c3)OCO4)CC2)=C[C@@H](c2ccc3c(c2)OCO3)[C@@H]1CCCO	15	7	-3	23	4.7	-3	8	-1
O=C(CCCCCNC(=O)N1CCn2c1nc1ccccc12)N[C@@H](Cc1ccccc1)C(=O)O	6	16	-30	-3	-0.5	-7	-4	-1
CCN(CC)C(=O)/C(=C/c1cccc([N+](=O)[O-])c1)NC(=O)c1ccco1	6	13	-9	0	-0.8	7	-2	0
COc1ccc(N2CCN(Cc3csc(C)c3-c3ccc(C)cc3)CC2)cc1	-4	2	6	-9	2.1	-3	-1	-10
COc1ccc(Cn2c(CCC(=O)Nc3ccccc3OC)nc3cccnc32)cc1	-3	16	-1	15	-2.5	15	-3	2
O=C(CC(=O)Nc1cc(Cl)ccc1Cl)Nc1cc(Cl)ccc1Cl	15	6	7	5	1.5	38	-3	2

Look-ups from the entries so far:
CCOc1ccc(S(=O)(=O)N2CN3CCN(C3)C2)cc1 in APJ agonist shows 0
O=C(CCCCCNC(=O)N1CCn2c1nc1ccccc12)N[C@@H](Cc1ccccc1)C(=O)O in XBP1 UPR activ shows -1
CC(C(=O)NCc1ccco1)n1nc(-c2ccccc2)c2cc(Cl)ccc21 (stereo not given) in APJ antagonist shows 2
NC(=S)N/N=C/c1ccccc1OC(=O)/C=C/c1ccccc1 in Jurkat NFkB inh shows 18
CC(=O)c1nn(-c2ccccc2)cc1C(=O)c1ccc(C)cc1 in Mdm2-MdmX inh shows 17
COc1ccc(OC)c2c1cc(C(=O)N[C@H](C(=O)N1CCC[C@H]1C(=O)O)C(C)C)n2C in CHOP UPR activ shows -1.1

Remaining list, next part
SMILES	697 NFkB inh	tim23-1 inh	APJ antagonist	Jurkat NFkB inh	CHOP UPR activ	Mdm2-MdmX inh	APJ agonist	XBP1 UPR activ
O=C(CCN1C(=O)C2C3CCC(C3)C2C1=O)OCC(=O)c1cccc([N+](=O)[O-])c1 (stereo not given)	0	16	39	17	2.3	15	-5	-1
CCOC(=O)c1ccc(S(=O)(=O)N2CCNCC2)cc1	16	5	5	10	-1.7	5	-3	-2
O=C(COC(=O)c1ccccc1F)NNC(=O)c1ccccc1	10	-14	5	15	0.8	3	-4	-2
O=C(O)Cc1ccc2oc(-c3ccccn3)nc2c1	16	-2	3	-7	1.4	-7	-2	5
O=C(Nc1ccc(O)cc1)c1ccc(C(=O)c2ccccc2)o1	2	16	1	-24	0.7	2	-3	4
O=C(CSCc1ccccc1)N1CCN(Cc2ccc3c(c2)OCO3)CC1	17	24	8	10	1.0	22	-2	-2
CCCn1nc(C(=O)NNC(=O)CSCC(=O)Nc2cc(C)on2)c2ccccc2c1=O	-3	-5	7	-2	-1.5	-24	3	0
O=C1CSC(c2ccc([N+](=O)[O-])cc2)N1c1ccccc1 (stereo not given)	-4	8	-7	-1	0.5	-24	-2	-1
C/C(=N\NC(=O)c1ccco1)c1ccc(-c2ccccc2)cc1	-60	2	8	-80	4.4	-93	-1	5
Cc1nn(-c2ccc(F)cc2)c(C)c1CN1CCN(CCC(C)C)C(CCO)C1 (stereo not given)	-12	5	13	11	0.5	-6	-2	1
COc1cc(C2NC(=O)NC(C)=C2C(=O)OCC2CCCO2)cc(OC)c1OC (stereo not given)	12	-6	1	6	-1.6	-1	-2	0
